Assay outcomes as filed in PubChem BioAssay.
PRMT1 FP inh: PRMT1 methyltransferase inhibitors, primary screen, biochemical, fluorescence polarization. recombinant PRMT1, activity-based probe fluorescence polarization. Protein arginine N-methyltransferase 1 (Homo sapiens), Q99873. AID 652257, 2013. 370,000 compounds, 1.3% hits. inhibition, % at 2.79 µM;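 active = inhibition above about 21% made by adding two undisclosed values, limit read from the data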
Target sequence (Q99873 whole entry, looked up): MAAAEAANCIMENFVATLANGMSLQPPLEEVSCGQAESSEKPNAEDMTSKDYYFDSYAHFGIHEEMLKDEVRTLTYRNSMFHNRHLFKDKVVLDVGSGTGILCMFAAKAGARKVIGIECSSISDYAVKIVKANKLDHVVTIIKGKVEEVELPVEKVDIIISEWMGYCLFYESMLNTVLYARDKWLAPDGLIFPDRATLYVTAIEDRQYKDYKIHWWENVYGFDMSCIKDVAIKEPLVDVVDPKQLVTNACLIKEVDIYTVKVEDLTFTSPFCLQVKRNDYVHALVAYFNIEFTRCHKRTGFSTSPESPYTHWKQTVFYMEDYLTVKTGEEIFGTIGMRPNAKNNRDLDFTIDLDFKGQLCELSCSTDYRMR
HTRA1 inh: HTRA1 serine protease inhibitors, primary screen, biochemical, fluorescence polarization, HTS; Q92743; recombinant HTRA1, FP-rhodamine activity-based probe; inhibition, % at 5.96 µM; 340,000 compounds, 0.5% hits; AID 504803, 2011; in the data active = inhibition above about 36%;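 also: 0% = enzyme with DMSO and 100% = wells lacking enzyme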
TCR CD3 inh: inhibitors of human TCR-CD3 interaction, primary screen, biochemical, fluorescence, TAMRA-labeled TCR probe; T-cell receptor (TCR); inhibition, % at 9.4 µM; 360,000 compounds, 0.37% hits; AID 651800, 2012; in the data active = inhibition above about 19%;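 also: recombinant mutant TCR 2C K166C tagged with TAMRA read by polarization; 0% = receptor in buffer alone and 100% = receptor with positive control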
NPR1 activator: GC-A stimulated cGMP production enhancers – HEK293 GC-A cells, cGMP TR-FRET, EC30 ANP, primary screen; Atrial natriuretic peptide receptor 1 (Homo sapiens), P16066; 0% at EC30 ANP, 100% saturating ANP; activation, % at 10 µM; 370,000 compounds, 0.14% hits; AID 1671463, 2021; in the data active = activation above about 40%
NPR2 activator: human GC-B receptor activators, primary screen, HEK293 GC-B cells, cGMP TR-FRET, EC30 CNP. AID 1920062, 2024. 0% at EC30 CNP, 100% saturating CNP. 370,000 compounds, 0.11% hits. activation, % at 10 µM. Atrial natriuretic peptide receptor 2 (Homo sapiens), P20594;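 active = activation at 10 µM reaching about 35% in either raw or pattern-adjusted values, limit read from the data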
UHRF1 binding: UHRF1 methylated DNA binding inhibitors, primary screen, counter-screen for MBD2 inhibitor project, biochemical, TR-FRET, human UHRF1, single concentration | UHRF1 binding to methylated oligo | inhibition, % at 4.4 µM | 370,000 compounds, 0.75% hits; in the data active = inhibition above about 21%;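 also: UHRF1 SRA domain binding a hemimethylated CpG hairpin DNA probe; 0% = median of test compound wells and 100% = reference inhibitor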
MBD2 inh: inhibitors of MBD2 binding to methylated DNA, primary screen, biochemical, TR-FRET, DNA-binding domain, human. Methyl-CpG-binding domain protein 2 (Homo sapiens), Q9UBB5. MBD2 binding to methylated oligonucleotide. inhibition, % at 4.4 µM. 370,000 compounds, 0.31% hits; in the data active = inhibition above about 13%
rCAG binder: binders of r(CAG) RNA repeats, primary screen, biochemical, fluorescence; AID 651821, 2012; inhibition, % at 3 µM; 370,000 compounds, 1.3% hits; r(CAG) RNA repeat, TO-PRO-1 dye displacement fluorescence;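 active = inhibition above the plate cutoff, the mean of all test compounds on that plate plus 3 SD, cut at about 35% in these data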;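 also: 0% = DMSO alone and 100% = 100 µM mitoxantrone as full dye displacement; higher means more dye released from RNA so lower well fluorescence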
ABHD4 inh: ABHD4 inhibitors, primary screen, biochemical, fluorescence polarization, mouse | inhibition, % at 8.92 µM | (Lyso)-N-acylphosphatidylethanolamine lipase (Mus musculus), Q8VD66 | 370,000 compounds, 0.54% hits | AID 720543, 2013 | purified mABHD4, FP-Rh probe fluorescence polarization;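 active = inhibition exceeding the mean over every tested compound plus 3 SD, cut at about 30% in these data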;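 also: 0% = plate median of compound wells and 100% = S159A mutant with DMSO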
Target sequence (Q8VD66 whole entry, looked up): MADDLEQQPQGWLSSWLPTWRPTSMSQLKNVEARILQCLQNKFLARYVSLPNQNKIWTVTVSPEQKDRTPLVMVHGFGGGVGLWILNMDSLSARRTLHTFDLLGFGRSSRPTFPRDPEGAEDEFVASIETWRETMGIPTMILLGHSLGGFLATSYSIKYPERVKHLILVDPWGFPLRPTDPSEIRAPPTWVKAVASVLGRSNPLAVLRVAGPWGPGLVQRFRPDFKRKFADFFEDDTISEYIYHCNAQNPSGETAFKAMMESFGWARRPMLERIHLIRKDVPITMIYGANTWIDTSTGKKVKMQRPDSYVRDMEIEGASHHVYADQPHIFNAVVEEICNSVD
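System: mouse ABHD4 enzyme, wild type / Medium: HEPES pH 7.0, NaCl, Pluronic buffer / Reagent: FP-Rh activity-based fluorescent probe / Control set: S159A mutant high control, sample median low control / Detection: fluorescence polarization with parallel and perpendicular emission, 525/598 nm / Schedule: 45 min + 60 min at 25 °C / Compound dosing: 8.92 µM, single dose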
SIAE inh: human SIAE inhibitors, primary screen, biochemical, fluorescence polarization, FP-Rh probe, 1536-well HTS. SIAE FP-Rh probe binding. Sialate O-acetylesterase (Homo sapiens), Q9HAT2. AID 1053197, 2014. 370,000 compounds, 0.69% hits. inhibition, % at 9.66 µM;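 active = inhibition above a cutoff: mean of compounds within the control limits plus 3 SD of those, cut at about 17% in these data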;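 also: 0% = plate median of compound wells and 100% = probe without SIAE protein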
Starred values were filed as active, the others as inactive; nt = no result given. The list is partial (hit frequency here may not be typical).

Screens in order – PRMT1 FP inh	HTRA1 inh	TCR CD3 inh	NPR1 activator	NPR2 activator	UHRF1 binding	MBD2 inh	rCAG binder	ABHD4 inh	SIAE inh
1) Cc1cc(C(=O)N2CCN(c3ncccn3)CC2)nn1C
  -4	-1	-2	-2	-1	3	-1	-2	2	4
2) CCOC(=O)Nc1ccc(N2CCOCC2)c(S(=O)(=O)Nc2ccc(Cl)cc2)c1
  0	nt	1	-4	-3	0	5	3	11	-6
3) O=C(NNS(=O)(=O)c1ccc([N+](=O)[O-])cc1)c1cnn(-c2ccccc2)c1-n1cccc1
  1	1	-3	-1	2	0	3	14	8	1
4) COc1ccc(OCCCn2ccnc2)cc1
  -2	1	2	0	0	-3	5	-2	-2	-1
5) COc1cccc(C(=O)Nc2cnc(NC(=O)c3ccco3)cc2C)c1
  1	-4	11	2	4	2	-5	5	-3	-4
6) Cc1ccccc1-n1c(-c2ccco2)n[nH]c1=S
  -3	1	3	0	7	1	-1	-1	9	6
7) O=C1NC[C@@H](c2ccccc2)OC(=O)[C@@H](Cc2ccc(F)cc2)C/C=C\C[C@@H]1CC(=O)N(CCO)Cc1ccccc1
  0	-8	-3	1	-3	4	3	2	-4	-3
8) CCCc1cc2c(=O)c(-c3nc4ccccc4s3)c(COCC(=O)O)oc2cc1O
  6	-20	-3	0	-1	-1	-1	55*	-21	-23
9) Nc1ccc(O)cc1C(=O)OCC(=O)C12CC3CC(CC(C3)C1)C2
  13	26	-6	2	2	-4	0	30	52*	7
10) CC(=O)Nc1ccc(NC(=O)CSc2nnc(NC(=O)c3ccc(Br)o3)s2)cc1
  2	1	3	1	4	-2	0	32	0	-13
11) Cc1cc(NC(=O)c2ccccc2F)on1
  -3	3	5	4	3	-2	-1	-4	2	2
12) COc1ccc(NC(=O)CCS(=O)(=O)c2ccc(Br)s2)cc1
  3	1	-2	-2	-5	7	9	3	-6	5
13) Cc1cc(Cl)ccc1OCC(=O)OCC(=O)NCCNC(=O)COC(=O)COc1ccc(Cl)cc1C
  -2	-1	6	3	-5	-1	-5	4	3	-6
14) O=C1NC(c2cn(-c3ccccc3)nc2-c2cccs2)C(C(=O)c2cccnc2)C(O)(C(F)(F)F)N1 (stereo unspecified)
  0	-20	4	-6	-9	-2	-5	0	3	-2
15) COC(=O)[C@@]12CCCCN1[C@H](c1ccc(SC3CCCCC3)cc1)[C@@H]1C(=O)N(C)C(=O)[C@@H]12
  1	0	6	1	0	1	2	0	0	-2
16) NC1(N)OC(CN2C(=O)c3ccccc3C2=O)CS1 (stereo unspecified)
  16	3	-3	4	8	2	0	1	-7	7
17) C=CCNC(=O)c1ccc2c3n(nc2c1)-c1ccc(C)cc1CO3
  2	-19	-1	7	5	-5	-3	-1	-5	8
18) Cc1ccc2[nH]c(C)c(CCNC(=O)c3c(N)no[n+]3[O-])c2c1
  1	6	10	1	-2	-1	-3	-2	-7	9
19) O=C(C1CCCN(S(=O)(=O)c2cccc3nsnc23)C1)N1CCN(c2ccccn2)CC1 (stereo unspecified)
  -2	4	1	-2	1	-1	-2	-5	-1	4
20) CC(=O)C[C@H](O)CC(=O)[C@@H]1OC(=O)CCCCCCc2ccccc21
  -1	0	6	0	1	1	-5	-6	3	3
21) O=c1[nH]c(SCc2ccccc2Cl)nc2c1cnn2-c1ccccc1
  -7	-16	6	4	1	4	0	8	-8	-16
22) O=C(OCC(=O)N1CCCc2ccccc21)c1cc(S(=O)(=O)N2CCOCC2)ccc1Cl
  -1	-6	-1	-1	-1	3	4	-5	4	2
23) O=C(Nc1cccnc1)c1cc(Cl)ccc1Cl
  -3	-5	0	1	3	-2	-5	-1	1	6
24) COc1c(C)cc(C(=O)C2CCCN(S(=O)(=O)c3c(C)noc3C)C2)cc1C (stereo unspecified)
  -5	-6	3	-3	0	21*	-6	-10	-4	0
25) Nc1ccc(N2C(=O)c3ccccc3C2=O)c(Cl)c1
  1	4	-4	1	-1	0	-2	4	-3	1
26) COc1ccc(N(CC(=O)Nc2ccccc2C(=O)O)S(=O)(=O)c2ccc(C)c([N+](=O)[O-])c2)cc1
  5	-21	-10	-4	0	3	4	72*	-6	-12
27) O=C(NCCCN1CCN(c2ccc(F)cc2)CC1)Nc1ccc([N+](=O)[O-])cc1
  -1	-3	-1	-3	-9	0	1	1	5	3
28) Cc1nn2c(-c3cccc(NC(=O)CN4CCOCC4)c3)nnc2c2ccccc12
  4	nt	9	5	0	1	0	8	-4	-3
29) O=C(O)CSc1nnc(-c2ccccc2)c(-c2ccccc2)n1
  -1	10	-4	-2	-4	4	-2	4	2	-1
30) O=C(Nc1ccccc1)/C(=C\c1ccc(F)cc1)NC(=O)c1ccco1
  -2	-2	1	1	-4	-2	-2	2	-7	2
31) COC(=O)NNC(=O)C1CCC(C)CC1 (stereo unspecified)
  0	1	7	3	5	0	-3	-3	-3	0
32) O=C(CN1C(=O)C2CCCCC2C1=O)Nc1ccccc1N1CCCC1 (stereo unspecified)
  1	0	-3	0	-2	1	-1	2	-2	4
33) Cc1ccc(NC(=O)Nc2cccc3ccccc23)cc1
  -1	-2	2	1	7	5	2	1	2	-4
34) C=CCn1cccc(C(=O)Nc2ccc(C)c(C)c2)c1=O
  -1	-11	-2	-1	-3	1	-3	2	2	-4
35) O=C(COC(=O)c1cccc(Br)c1)NCC1CCCO1 (stereo unspecified)
  -4	-1	-2	3	-2	9	1	1	2	1
36) Cc1csc(Nc2ccccc2)[n+]1-c1ccccc1
  1	-4	2	1	-3	-3	0	-4	4	5
37) Cc1ccc(CNC(=O)CCNS(=O)(=O)c2cccs2)cc1
  1	0	-5	5	0	1	0	-3	0	-7
38) O=C(c1ccc(COc2ccccc2Cl)o1)N1CCN(c2ccccc2)CC1
  -1	-18	0	0	1	2	3	3	-5	-3
39) COc1ccccc1N1CCN(CC(=O)Nc2sccc2C#N)CC1
  -2	-2	5	-1	-1	-2	-3	7	5	6
40) O=C1CCC[C@H]2C[C@H](NCc3ccc(Cl)cc3)CC[C@]23CCCN13
  3	nt	nt	-2	-1	1	0	nt	4	3
41) CC(C)COC(=O)Cc1c(O)c2ccccc2[nH]c1=O
  4	6	-5	-1	-6	6	8	-2	-8	-7
42) COCCCNC(=O)C[C@H]1C(=O)N(Cc2ccc(OC)cc2)C2=CCCCC[C@@]21C(=O)OC
  -12	nt	nt	-2	-3	2	-2	-2	-7	-5
43) CC(=O)N1CCOc2ccc(S(=O)(=O)NCCc3ccc(C)cc3)cc21
  1	-2	5	3	0	0	-5	-1	-5	-4
44) O=c1c2cc3cc4c(cc3nc2ncn1Cc1cccnc1)OCO4
  -1	nt	nt	0	-4	-6	-1	8	2	4
45) C[C@H]1CN([C@@H](C)CO)C(=O)CCCn2cc(nn2)CO[C@@H]1CN(C)C(=O)Nc1ccc(C(C)(C)C)cc1
  -4	5	0	3	-2	-1	-4	1	1	0
46) Cc1ccccc1OCCCCCn1ccnc1
  -4	1	2	5	6	-3	-6	-3	1	-1
47) CCSc1nnc(NC(=O)CCC2CCCCC2)s1
  0	-1	-9	11	-1	1	7	-3	1	1
48) CN(C)/C=C(\C#N)C(=O)c1cccc(Oc2ccc(Br)cc2)c1
  3	-12	2	-1	-5	-3	-2	27	-10	-12
49) CCCCn1c(=O)n(CC(=O)Nc2ccc(C)c(Cl)c2)c(=O)c2c1ncn2Cc1ccco1
  1	-15	-1	3	-1	-1	-3	8	-13	-11
50) CCCn1c(SCC(=O)c2cc(OC)ccc2OC)nc2c1c(=O)n(C)c(=O)n2C
  3	2	0	-2	6	4	1	-4	5	2
51) C/C(=N/NC(=O)NC12CC3CC(CC(C3)C1)C2)c1ccccc1
  -1	-9	4	-7	2	-2	-2	2	-4	0
52) Cc1cc(C)n(CC(=O)c2cccc([N+](=O)[O-])c2)n1
  5	-5	-3	-2	-3	0	2	1	1	-5
53) O=[N+]([O-])c1ccc(-c2nc(Nc3cccc(O)c3)c3ccccc3n2)cc1
  4	-46	5	18	-7	0	-4	48*	-35	5
54) Cc1ccc2c(O)c(Cc3ccccc3)c(=O)[nH]c2n1
  1	1	9	0	3	0	-1	-4	10	1
55) CC1(C2CC(C(F)(F)F)n3nc(C(=O)O)cc3N2)CC1 (stereo unspecified)
  1	2	3	-1	-2	-1	0	5	-2	-3
56) Cc1ccc(S(=O)(=O)NCCNC(=O)CN2CCCC2)cc1
  0	1	2	1	-3	1	-1	3	6	-4
57) Cc1cccc2[nH]c(CN(C)Cc3nc(CC4CC4)no3)nc12
  -1	-1	0	0	0	-1	2	0	-4	0
58) OCc1ccccc1-c1ccc2nncn2c1
  -1	nt	-7	2	-4	4	-1	2	2	7
59) O=C1[C@H](Cc2ccccc2)NCCCC[C@H](c2ccc(Cl)cc2)N1Cc1ccc(Cl)cc1
  0	-31	9	-18	-21	-1	0	2	-5	-2
60) C/C(=N\OC(=O)c1ccc(F)cc1)c1sc(-c2ccc(Cl)cc2)nc1C
  -1	0	-10	0	-3	0	3	-2	4	7

(next part)
Screens in order – PRMT1 FP inh	HTRA1 inh	TCR CD3 inh	NPR1 activator	NPR2 activator	UHRF1 binding	MBD2 inh	rCAG binder	ABHD4 inh	SIAE inh
61) CC1CCCN(S(=O)(=O)c2ccc(C(=O)Nc3sc4c(c3C(N)=O)CCN(C)C4)cc2)C1 (stereo unspecified)
  0	2	8	-2	-2	-2	-1	4	9	8
62) CC(=O)Nc1ccc(NC(=O)CSc2cn(CC(=O)N3CCOCC3)c3ccccc23)cc1
  2	0	7	6	-2	-4	1	4	-7	1
63) COc1ccc(/C=N/NC(=O)c2ccccc2)cc1CN1CCN(c2ccc(F)cc2)CC1
  -4	-6	-2	-3	0	-2	-3	0	-3	8
64) O=C(OCc1nc2ccccc2s1)c1ccc(Br)o1
  4	-7	0	2	-1	-2	2	-2	-8	0
65) CCN1CCN(Cc2ccc(OCc3ccccc3)c(OC)c2)CC1
  0	1	-2	-1	-1	0	1	-6	8	1
66) O=C(NCCCn1ccnc1)c1sc2cccc(F)c2c1Cl
  1	0	1	-1	6	-6	-5	4	3	1
67) COc1ccc(C2=NOC(C(=O)Nc3cccc(O)c3)C2)cc1 (stereo unspecified)
  0	-1	3	2	-2	3	3	1	-9	5
68) Cc1ccc(NC(=O)c2ccc(Cl)cc2[N+](=O)[O-])nc1
  -1	0	4	1	-8	0	1	4	2	0
69) COc1ccc(NC(=O)c2ccccc2NC(=O)CN2CCCCCC2)cc1
  2	-11	-1	2	-1	0	-2	0	0	-1
